Assay outcomes (PubChem)
Neddylation inh – inhibitors of cullin neddylation, primary screen, biochemical, TR-FRET, uHTS, NAE and Ubc12. calls only at 25 µM. NEDD8-conjugating enzyme Ubc12 (Homo sapiens) + NEDD8-activating enzyme E1 regulatory …. actives 0.58% (n = 360,000); in the data active = inhibition above about 36%
Target sequence (P61081 whole entry, looked up): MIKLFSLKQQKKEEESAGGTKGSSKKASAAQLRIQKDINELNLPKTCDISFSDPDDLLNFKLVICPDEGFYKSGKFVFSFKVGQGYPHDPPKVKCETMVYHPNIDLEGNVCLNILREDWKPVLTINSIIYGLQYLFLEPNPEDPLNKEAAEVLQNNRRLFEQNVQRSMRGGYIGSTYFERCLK
Target sequence (Q13564 whole entry, looked up): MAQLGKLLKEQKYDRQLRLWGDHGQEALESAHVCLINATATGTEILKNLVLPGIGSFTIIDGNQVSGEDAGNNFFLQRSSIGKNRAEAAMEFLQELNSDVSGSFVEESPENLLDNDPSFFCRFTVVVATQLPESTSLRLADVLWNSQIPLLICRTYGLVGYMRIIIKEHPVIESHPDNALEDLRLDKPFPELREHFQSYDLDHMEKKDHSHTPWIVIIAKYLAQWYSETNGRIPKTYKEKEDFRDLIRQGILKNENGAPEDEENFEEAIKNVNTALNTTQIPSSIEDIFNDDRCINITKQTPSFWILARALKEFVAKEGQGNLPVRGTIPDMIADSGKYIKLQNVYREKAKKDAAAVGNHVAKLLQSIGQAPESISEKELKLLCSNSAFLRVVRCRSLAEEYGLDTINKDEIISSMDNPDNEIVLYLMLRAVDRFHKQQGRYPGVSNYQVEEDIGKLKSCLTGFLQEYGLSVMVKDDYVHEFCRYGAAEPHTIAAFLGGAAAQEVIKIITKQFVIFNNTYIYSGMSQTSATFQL
MT1-MMP act inh – blockers of MT1-MMP proenzyme processing, primary screen, HT1080 RFP-PRO-GFP cells, GFP/RFP fluorescence. Matrix metalloproteinase-14 (Homo sapiens), P50281. GFP/RFP ratio fluorescence, overnight; percent of plate control window, DMSO zero. GFP/RFP ratio change, % at 20 µM. actives 0.061% (n = 360,000). AID 651647, 2012;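 active = GFP/RFP ratio change of at least 30% with cell ATP level not reduced by more than half and red fluorescence within 50% of control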; also: strong numbers were not always called active
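Assay system – RFP-PRO-GFP reporter HT1080 cells · Compound dosing – single dose of 20 µM compound, 1% DMSO final · Incubation – overnight compound exposure at 37 °C · Measure – GFP/RFP fluorescence ratio · Benchmarks – DMSO wells and RFP-L50D-GFP cells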
NadD block – inhibitors of S. aureus NadD, primary screen, biochemical, colorimetric, uHTS; Nicotinate-nucleotide adenylyltransferase NadD (Staphylococcus aureus N315); purified NadD enzyme, colorimetric absorbance read-out; inhibition, % at 20 µM; actives 0.78% (n = 360,000); in the data active = inhibition above about 26%; also: some compounds past the cut are filed as inactive
PABP1 MLLE inh – inhibitors of PABP1 MLLE–PAM2 peptide binding, primary screen, biochemical, fluorescence polarization, FITC-PAM2, GST-MLLE | actives 0.36% (n = 360,000) | inhibition, % at 20 µM; in the data active = inhibition above about 35%, passing the limit was not always enough;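 also: plate controls were DMSO wells with GST-MLLE for no effect and wells lacking GST-MLLE protein for full effect; some results filed as inactive read as strong as hits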
Rin1-Abl PPI inh – inhibitors of Rin1-Abl protein binding, primary screen, biochemical, TR-FRET; Tyrosine-protein kinase ABL1 (Homo sapiens) + Ras and Rab interactor 1 (Homo sapiens), …; inhibition, % at 7.35 µM; actives 0.4% (n = 360,000); AID 588664, 2011; in the data active = inhibition above about 5%, passing the limit was not always enough
FAS-TE inh – FAS thioesterase domain inhibitors, primary screen, biochemical, fluorescence intensity, uHTS; actives 0.67% (n = 360,000); recombinant FAS-TE, OMFH fluorogenic substrate, fluorescence endpoint; Fatty acid synthase (Homo sapiens), P49327; inhibition, % at 15 µM;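 active = compounds whose normalised, plate-corrected inhibition of enzyme fluorescence in the single-dose primary screen is 50% or more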;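 also: 0% = DMSO with enzyme and 100% = substrate without enzyme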
Rpn11 inh – Rpn11 (PSMD14) deubiquitinase inhibitors, primary screen, biochemical, fluorescence polarization, uHTS. human 26S proteasome, Ub4-pepOG fluorescence polarization; 20S core pre-blocked with epoxomicin. calls only at 20 µM. actives 0.59% (n = 360,000);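 active = inhibition at 20 µM, scaled to each plate's controls, above about 33%, limit read from the data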
Target sequence (O00487 whole entry, looked up): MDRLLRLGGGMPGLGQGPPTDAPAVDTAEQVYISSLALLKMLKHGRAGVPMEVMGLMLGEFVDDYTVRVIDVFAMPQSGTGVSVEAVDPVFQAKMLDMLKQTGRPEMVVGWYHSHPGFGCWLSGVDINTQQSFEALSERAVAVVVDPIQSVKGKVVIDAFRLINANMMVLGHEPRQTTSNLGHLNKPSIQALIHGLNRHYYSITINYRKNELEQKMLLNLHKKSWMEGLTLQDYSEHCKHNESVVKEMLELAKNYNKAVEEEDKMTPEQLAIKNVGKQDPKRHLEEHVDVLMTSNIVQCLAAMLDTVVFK
SKN-1 inh – suppressors of acrylamide-induced Pgst-4::GFP reporter in worms, primary screen, SKN-1 inhibitor project, whole organism, uHTS, GFP/RFP fluorescence ratio, strain VP596; C. elegans VP596 Pgst-4::GFP/RFP ratio, 24 h; inhibition, % at 21.8 µM; actives 0.49% (n = 360,000); AID 624304, 2012;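 active = interference check ratio from 0.5 to 1.5 plus GFP to RFP signal ratio inhibition reaching or exceeding a fixed threshold, cut at about 30% in these data, passing the limit was not always enough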; also: some compounds called inactive have numbers as strong as hits
CSN inh – inhibitors of CSN-mediated cullin deneddylation, primary screen, biochemical, fluorescence polarization, uHTS; COP9 signalosome complex subunit 5 (Homo sapiens), Q92905; Purified CSN, SCF-Nedd8-OG deneddylation; inhibition, % at 12.5 µM; actives 0.38% (n = 360,000);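 active = pattern-corrected inhibition above about 35%, with an unprinted fluorescence ratio check between 0.5 and 1.5, limit read from the data, passing the limit was not always enough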;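 also: 0% = enzyme with substrate and 100% = substrate without enzyme; some results filed as inactive read as strong as hits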
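Assay system: purified human Csn5 enzyme expressed in HEK293T cells; measure: % inhibition; also added: SCFSkp2-Nedd8OG substrate at 10 nM final; technique: fluorescence polarization; times: reaction 90 min, room temperature; medium: Tris buffer pH 7.5, NaCl, DTT, Tween-20, trehalose, ovalbumin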
The depositor's hits bear a star; i = inactive; nt = not tested or not shown; + = active, no number.

SMILES | Neddylation inh | MT1-MMP act inh | NadD block | PABP1 MLLE inh | Rin1-Abl PPI inh | FAS-TE inh | Rpn11 inh | SKN-1 inh | CSN inh
CCN(Cc1ccncc1)C(=O)c1ccc(Br)o1 | i | -3 | 1 | -1 | 4 | -3 | i | 14 | 1
COc1ccc2oc(-c3ccc(NC(=O)c4ccc(N5CCOCC5)c([N+](=O)[O-])c4)cc3)nc2c1 | i | 4 | -18 | 6 | 1 | 7 | i | 7 | -2
COc1ccc(-n2nnc3c(SCC(=O)NCC4CCCO4)ncnc32)cc1 (stereo not given) | i | 3 | 2 | 19 | 3 | -3 | i | 9 | -1
COc1cc(NC(=O)c2ccccc2C)c(OC)cc1NC(=O)CN1CCOCC1 | i | 2 | -4 | 3 | 2 | -3 | i | 2 | 0
COc1ccccc1CCNC(=O)C(=O)Nc1cc2c3c(c1)CC(=O)N3CCC2 | i | 4 | 5 | -7 | 3 | 1 | i | 3 | 0
CC(C)(C)n1nc2c(c1NC(=O)c1ccc(S(=O)(=O)N3CCCC3)cc1)CS(=O)C2 (stereo not given) | i | -1 | 3 | -19 | 0 | -9 | i | 13 | 2
COc1ccc(NC(=S)NC(=O)/C=C/c2ccco2)c(OC)c1 | i | 4 | -3 | 19 | -1 | 15 | i | -11 | 2
O=C(COc1ccccc1-c1ccccc1)c1ccccc1 | i | -3 | -1 | 2 | -1 | 8 | i | 7 | 5
NC(=O)C(c1ccccn1)c1ncc(C(F)(F)F)cc1Cl (stereo not given) | i | -3 | -1 | 11 | -3 | -7 | i | 5 | -3
O=C(COC(=O)COc1ccc(Cl)cc1)Nc1ccc(F)c([N+](=O)[O-])c1 | i | 2 | -11 | 13 | 2 | 9 | i | 2 | -9
CC(NC(=O)Cn1cccc1)c1ccccc1 (stereo not given) | i | 2 | -5 | 9 | 1 | -3 | i | 4 | -6
O=Cc1cn(-c2ccccc2)nc1-c1cc2cc(O)ccc2oc1=O | nt | -15 | 2 | -12 | -5 | -6 | + | -16 | 84*

Full records as entered above.
Listed for `COc1ccc2oc(-c3ccc(NC(=O)c4ccc(N5CCOCC5)c([N+](=O)[O-])c4)cc3)nc2c1` = Neddylation inh = i; MT1-MMP act inh = 4; NadD block = -18; PABP1 MLLE inh = 6; Rin1-Abl PPI inh = 1; FAS-TE inh = 7; Rpn11 inh = i; SKN-1 inh = 7; CSN inh = -2
Listed for `O=C(COc1ccccc1-c1ccccc1)c1ccccc1` = Neddylation inh = i; MT1-MMP act inh = -3; NadD block = -1; PABP1 MLLE inh = 2; Rin1-Abl PPI inh = -1; FAS-TE inh = 8; Rpn11 inh = i; SKN-1 inh = 7; CSN inh = 5

(further entries)
SMILES | Neddylation inh | MT1-MMP act inh | NadD block | PABP1 MLLE inh | Rin1-Abl PPI inh | FAS-TE inh | Rpn11 inh | SKN-1 inh | CSN inh
Cc1c(NC(=O)c2cccc(NC(=O)C(C)Oc3ccccc3)c2)c(=O)n(-c2ccccc2)n1C (stereo not given) | i | -1 | 4 | -14 | -4 | -5 | i | 6 | -2
CC1(C)CC(=O)C(C=Nc2cccnc2)=C(O)C1 | i | 2 | -2 | 0 | 5 | -4 | i | -10 | 0
CC(=O)Nc1cc2c(cc1[N+](=O)[O-])-c1ccc(F)cc1C2 | i | 2 | -1 | -23 | -2 | -6 | i | 6 | 6
O=C(COC(=O)Cc1ccc(Cl)c(Cl)c1)NCCc1ccccc1 | i | 3 | -9 | -4 | -3 | -2 | i | 1 | 1
CCn1c(SCC(=O)Nc2ccccc2C(=O)OC)nnc1-c1ccoc1C | i | -2 | 0 | -10 | 1 | -2 | i | 6 | 3
Clc1ccc(-c2cn3ccccc3n2)cc1 | + | 3 | -1 | 6 | 1 | 2 | i | 16 | -4
Cc1nc2sc(C(c3ccco3)N3CCN(c4ccccc4)CC3)c(O)n2n1 (stereo not given) | i | 1 | 1 | 7 | -1 | -5 | i | 8 | 0
COCCCNC(=O)Cc1ccc(-n2c(C)nc3cccnc32)cc1 | i | nt | -3 | 18 | -3 | -3 | i | 12 | 4
COc1ccc2c(c1)CCCC21NC(=O)N(CC(N)=O)C1=O (stereo not given) | i | 7 | 1 | -2 | -1 | -4 | i | 4 | 7
CC1CC(=O)Nc2ccccc2N1S(=O)(=O)c1ccc(C(F)(F)F)cc1 (stereo not given) | i | -3 | -5 | -2 | -3 | 0 | i | 5 | 2
CN(CC(=O)Nc1ccc(Cl)c(Cl)c1)C(=O)c1ccccc1SCC(=O)N1CCCC1 | i | -8 | 4 | -5 | -3 | 5 | i | 6 | 2
CC(=O)c1ccc(-c2[nH]c3ccccc3c2CCN2C(=O)c3ccccc3C2=O)cc1 | i | 4 | 1 | -3 | 1 | 24 | i | -1 | -3
COc1ccc(C(=O)NCc2cn3c(C)csc3n2)cc1OC | i | 2 | -2 | -10 | 3 | -7 | i | 4 | 0
COc1ccc(OC)c(N(CC(=O)Nc2ccc(NC(C)=O)cc2)S(C)(=O)=O)c1 | i | 2 | -1 | -11 | -2 | -8 | i | 1 | 0
Cc1cccc(OCC(=O)Nc2nnc(S(=O)(=O)N3CCCCC3)s2)c1 | i | 0 | -5 | 1 | 1 | -4 | i | 18 | 1
CC(=O)c1ccc(NC(=O)CN2CCN(c3ccccc3)CC2)cc1 | i | 1 | 0 | -11 | -1 | -3 | i | -1 | 2
O=S(=O)(c1ccc(Cl)c(NC(=S)N/N=C/c2ccc(O)cc2)c1)N1CCOCC1 | i | -5 | 7 | 25 | -2 | 12 | i | -1 | 8
CC1CCCN(C(=O)COC(=O)Cc2ccc(Cl)cc2)C1 (stereo not given) | i | -1 | 5 | 12 | 0 | -6 | i | -9 | 2
COc1ccc(NC(=O)c2ccc(C)o2)c([N+](=O)[O-])c1 | i | 4 | -6 | -1 | -5 | -7 | i | -8 | -2
Cc1ccc(NC(=O)CS(=O)(=O)c2cn(C)c3ccccc23)c(C)c1 | i | 6 | 0 | 0 | 0 | -2 | i | -1 | -8
CC(C)C[C@@H]1Cc2[nH][nH]c(=O)c2[C@H](C(C)C)O1 | i | 4 | 1 | nt | nt | -19 | nt | -13 | 1
COc1ccc(S(=O)(=O)Nc2ccccn2)cc1OC | i | -4 | -5 | 5 | -3 | -6 | i | -2 | 4
CCn1cnc2c1c(=O)n(Cc1csc(-c3ccccc3)n1)c(=O)n2Cc1ccccc1 | i | 3 | -6 | -5 | -1 | 20 | i | -3 | 0
Cc1ccccc1-c1cc(C(=O)NCc2cccs2)n(CC2CC(c3cccnc3)=NO2)n1 (stereo not given) | i | nt | 4 | 11 | 3 | 7 | i | 12 | -5
Cc1ccc(-c2n[nH]c(Cc3ccccc3)n2)cc1 | i | 6 | -1 | -2 | 2 | -5 | i | 8 | 1
CCOC(=O)c1c(-c2ccc(C)cc2)cn2ccccc12 | nt | 3 | -6 | 1 | 2 | 25 | i | -15 | 3
O=C(O)c1ccc(NS(=O)(=O)c2cccc(C(=O)Nc3ccc([N+](=O)[O-])cc3)c2)cc1 | i | -3 | -9 | 0 | 0 | -4 | i | 9 | 3
COc1ccc(-c2ccc3c(c2)S(=O)(=O)c2cccc(C(=O)NC[C@@H]4CCCO4)c2C3=O)cc1OC | i | 4 | 10 | -16 | -2 | -7 | i | 3 | -1
COc1ccccc1NC(=O)CSc1nncn1-c1ccccc1 | i | -2 | -1 | 8 | 2 | -1 | i | -10 | 0
Nc1ccn([C@@H]2O[C@H](CO)[C@@H](O)[C@@H]2O)c(=O)n1 | i | -8 | 5 | 13 | -2 | -1 | i | 4 | -1
COC(=O)c1cc(NC(=O)CSc2nncn2C)cc(C(=O)OC)c1 | i | -3 | -7 | 1 | -2 | -11 | i | 8 | -4
N#Cc1ccc(Cl)cc1NC(=O)CNCc1cccs1 | i | -4 | -6 | 5 | 1 | 2 | i | 17 | 0
Cn1ccc(NS(=O)(=O)c2cc(Br)ccc2Br)n1 | i | -2 | 0 | 19 | 2 | -12 | i | 3 | 1
O=C(Cc1ccccc1)NCC(=O)Nc1ccc(OC(F)(F)F)cc1 | i | 3 | -1 | 5 | 0 | -2 | i | 6 | -2
O=S(=O)(c1ccccc1)c1cnc(-c2cccnc2)nc1-c1ccc(Cl)c(Cl)c1 | i | -2 | 5 | 3 | -1 | 7 | i | 1 | -2
C[C@@H](NC(=O)[C@@H]1Cc2ccccc2CN1)C(=O)NCc1ccco1 | i | -5 | -1 | 11 | 1 | -8 | i | 10 | -6

Reformatted with values under each structure: part of the list above
Value order: Neddylation inh	MT1-MMP act inh	NadD block	PABP1 MLLE inh	Rin1-Abl PPI inh	FAS-TE inh	Rpn11 inh	SKN-1 inh	CSN inh
Nc1ccn([C@@H]2O[C@H](CO)[C@@H](O)[C@@H]2O)c(=O)n1
  i	-8	5	13	-2	-1	i	4	-1
COC(=O)c1cc(NC(=O)CSc2nncn2C)cc(C(=O)OC)c1
  i	-3	-7	1	-2	-11	i	8	-4
N#Cc1ccc(Cl)cc1NC(=O)CNCc1cccs1
  i	-4	-6	5	1	2	i	17	0
Cn1ccc(NS(=O)(=O)c2cc(Br)ccc2Br)n1
  i	-2	0	19	2	-12	i	3	1
O=C(Cc1ccccc1)NCC(=O)Nc1ccc(OC(F)(F)F)cc1
  i	3	-1	5	0	-2	i	6	-2

Carrying on:
SMILES | Neddylation inh | MT1-MMP act inh | NadD block | PABP1 MLLE inh | Rin1-Abl PPI inh | FAS-TE inh | Rpn11 inh | SKN-1 inh | CSN inh
COc1ccc(OCC(=O)Nc2sc3c(c2C(=O)NCC2CCCO2)CCC3)cc1 (stereo not given) | i | 4 | -8 | 3 | 1 | 22 | i | 13 | 1
CCOC(=O)N1CCN(Cc2nnc(-c3ccccc3Cl)o2)CC1 | i | 4 | -1 | 8 | -1 | -3 | i | -16 | 3
NC(=O)c1ccc(Nc2ccc([N+](=O)[O-])cc2[N+](=O)[O-])cc1 | i | -8 | 0 | 5 | -3 | 11 | i | -5 | -11
Cc1ccc(CNC(=O)CN(c2ccc(C)cc2)S(=O)(=O)c2c(C)n[nH]c2C)cc1 | i | -4 | -5 | -2 | -2 | -1 | i | 15 | 1
